ABCB1 inh = ABCB1 efflux pump inhibitors, primary screen, cell-based, multiplex, flow cytometry, ABCG2 counter-screen; ATP-dependent translocase ABCB1 (Homo sapiens), P08183; CCRF-Adr cells, JC-1 efflux; inhibition, % at 6.6 µM; actives 0.067% (n = 190,000); AID 1326, 2008; in the data active = inhibition above about 40%;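 also: 0% = vehicle and 100% = reference inhibitor; higher value means more JC-1 retained so stronger ABCB1 efflux block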
Target sequence (P08183 whole entry, looked up): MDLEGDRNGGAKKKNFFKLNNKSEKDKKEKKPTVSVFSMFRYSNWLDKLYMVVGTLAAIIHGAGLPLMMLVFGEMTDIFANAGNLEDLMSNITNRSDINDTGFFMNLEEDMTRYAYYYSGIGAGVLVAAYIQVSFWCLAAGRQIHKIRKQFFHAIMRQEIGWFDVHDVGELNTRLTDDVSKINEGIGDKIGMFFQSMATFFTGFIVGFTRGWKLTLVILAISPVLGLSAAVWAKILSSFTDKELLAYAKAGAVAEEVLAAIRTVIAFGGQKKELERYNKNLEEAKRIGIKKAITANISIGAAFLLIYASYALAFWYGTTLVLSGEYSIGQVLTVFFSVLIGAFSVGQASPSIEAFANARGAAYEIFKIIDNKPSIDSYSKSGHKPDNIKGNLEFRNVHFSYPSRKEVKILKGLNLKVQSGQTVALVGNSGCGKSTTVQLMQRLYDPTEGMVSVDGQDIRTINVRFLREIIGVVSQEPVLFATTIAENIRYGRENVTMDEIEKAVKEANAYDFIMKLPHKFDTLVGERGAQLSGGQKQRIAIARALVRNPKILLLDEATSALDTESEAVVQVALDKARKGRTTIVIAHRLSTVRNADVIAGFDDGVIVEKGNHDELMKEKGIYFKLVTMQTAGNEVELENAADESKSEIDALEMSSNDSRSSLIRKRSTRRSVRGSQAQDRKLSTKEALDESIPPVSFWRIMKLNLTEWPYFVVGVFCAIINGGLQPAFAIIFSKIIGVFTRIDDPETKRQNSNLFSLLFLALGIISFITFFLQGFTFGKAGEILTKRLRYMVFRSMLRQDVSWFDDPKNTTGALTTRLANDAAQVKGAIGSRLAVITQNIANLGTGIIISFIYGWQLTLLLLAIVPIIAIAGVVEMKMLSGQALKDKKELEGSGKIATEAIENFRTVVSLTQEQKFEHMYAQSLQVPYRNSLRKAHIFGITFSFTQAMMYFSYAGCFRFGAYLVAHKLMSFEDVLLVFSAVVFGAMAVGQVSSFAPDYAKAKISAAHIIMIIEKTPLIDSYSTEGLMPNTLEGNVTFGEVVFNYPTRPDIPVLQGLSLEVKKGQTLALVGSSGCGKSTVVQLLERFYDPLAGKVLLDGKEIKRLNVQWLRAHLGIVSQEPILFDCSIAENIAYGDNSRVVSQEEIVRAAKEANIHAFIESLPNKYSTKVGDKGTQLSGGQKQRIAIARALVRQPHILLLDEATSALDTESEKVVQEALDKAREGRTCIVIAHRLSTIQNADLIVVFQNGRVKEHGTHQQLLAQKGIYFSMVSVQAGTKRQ
RGS4-Gao reg = modulators of RGS4 binding to Galphao, primary screen, biochemical, multiplexed bead flow cytometry; actives lie on both sides; binding response (% of control), % at 10 µM; actives 0.33% (n = 220,000); in the data active = binding response below about 49% or above about 150%; inactive = in between;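 also: fluorescent Galphao activated with aluminum fluoride binding bead-coupled RGS4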
Bim-Bcl-W = inhibitors of Bim binding to Bcl-W, primary screen, biochemical, multiplexed, bead-based flow cytometry; Bcl-2-like protein 2 (Homo sapiens), Q92843; Bim peptide-Bcl-W binding; inhibition, % at 10 µM; actives 0.02% (n = 190,000);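 also: 0% = bound tracer without compound and 100% = peptide blocker; higher means less fluorescent Bim peptide bound to Bcl-W beads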
GSH fluor = compound fluorescence on glutathione beads, profiling panel, artefact control, biophysical, 488/530 nm, flow cytometry; actives 0.25% (n = 190,000); fluorescence (KMESF) at 10 µM; AID 1776, 2009; GSH beads flow cytometry, compound fluorescence 488/530 nm; stronger effect = higher value; in the data active = fluorescence above about 89;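 also: glutathione beads carrying GST-tagged Bcl family fusion proteins plus one bare bead set; values are compound well signal with DMSO vehicle wells as background; inactives centre near 16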
ABCG2 inh = ABCG2 efflux pump inhibitors, primary screen, multiplex with ABCB1, IgMXP3 cells, flow cytometry | JC-1 efflux | actives 0.1% (n = 190,000) | Broad substrate specificity ATP-binding cassette transporter ABCG2 (Homo sapiens), Q9UNQ0 | inhibition, % at 6.6 µM;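 active = inhibition above 80%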;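 also: 0% = DMSO and 100% = nicardipine control wells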
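Times: 10 min at 25 °C | Test system: Two drug-resistant human cell lines, ABCG2 and ABCB1 | Quantity: 3 million cells/mL final, two lines in 1:1 ratio | Signal: Flow cytometry, 530 nm JC-1 signal | Dosing: Compound at 6.6 µM | Controls: Nicardipine and DMSO wells | Reagent: JC-1 as fluorescent efflux pump substrate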
RGS7-Gao = RGS7-Galphao binding modulators, primary screen, biochemical, multiplexed bead flow cytometry | actives lie on both sides | Guanine nucleotide-binding protein G(o) subunit alpha (Homo sapiens), P09471 | actives 0.35% (n = 220,000) | binding response (% of control), % at 10 µM; in the data active = binding response below about 49% or above about 150%; inconclusive = no clear call, values can overlap the other calls; inactive = in between;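 also: fluorescent Galphao held in activated GDP-AlF4 state binding bead-coupled RGS7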
Bim-Bcl-XL = inhibitors of Bim-Bcl-XL binding, primary screen, biochemical, multiplexed, bead flow cytometry, human Bcl-XL. Bcl-2-like protein 1 (Homo sapiens), Q07817. Bim peptide-Bcl-XL binding, fluorescence. inhibition, % at 10 µM. actives 0.04% (n = 190,000)
Bcl-2 Bim block = inhibitors of Bim-Bcl-2 binding, primary screen, biochemical, multiplexed, human Bcl-2 family; Apoptosis regulator Bcl-2 (Homo sapiens), P10415; Bead-based flow cytometry, Bim peptide-Bcl-2 binding; inhibition, % at 10 µM; actives 0.06% (n = 190,000); AID 950, 2007; in the data active = inhibition above about 40%; inconclusive = no clear call, values can overlap the other calls;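 also: 0% = no compound wells with probe peptide and 100% = reference peptide inhibitor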
Bfl-1 Bim block = inhibitors of Bim binding to Bfl-1, primary screen, biochemical, multiplexed, bead-based flow cytometry; Bcl-2-related protein A1 (Homo sapiens), Q16548; Bim-Bfl-1 binding inhibition; inhibition, % at 10 µM; actives 0.12% (n = 190,000);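 also: 0% = wells without compound plus tracer and 100% = blocker peptide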
Bim-Bcl-B = inhibitors of Bim-Bcl-B binding, primary screen, biochemical, multiplexed, human Bcl-2 family. Bcl-2-like protein 10 (Homo sapiens), Q9HD36. bead-based flow cytometry, Bim peptide-Bcl-B binding. inhibition, % at 10 µM. actives 0.073% (n = 190,000);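 also: 0% = tracer peptide without compound and 100% = reference inhibitor peptide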
RGS8-Gao = RGS8-Galphao binding modulators, primary screen, biochemical, multiplexed bead flow cytometry. Guanine nucleotide-binding protein G(o) subunit alpha (Homo sapiens), P09471. actives 0.34% (n = 220,000). actives lie on both sides. response (percent of control binding), % at 10 µM; in the data active = response below about 60% or above about 140%; inactive = in between;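 also: Galphao activated as the GDP aluminium fluoride complex binding bead-coupled RGS8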
Active calls of the source: *; ? = inconclusive; . = no result given; & = joins results of further samples. Rule as the data show it, unless noted: active = inhibition above about 40%. Outcome played no part in choosing rows; 1.1% or so of the library scored in one or more.

SMILES	ABCB1 inh	RGS4-Gao reg	Bim-Bcl-W	GSH fluor	ABCG2 inh	RGS7-Gao	Bim-Bcl-XL	Bcl-2 Bim block	Bfl-1 Bim block	Bim-Bcl-B	RGS8-Gao
O=C(CCCN1C(=O)CSc2ncccc21)N1CCN(c2cccc(C(F)(F)F)c2)CC1	1.6	104	-1	21	8	102	-3	-6	-11	-6	100
O=C1CC(N2CCN(C3CC(=O)N(CCc4ccccc4)C3=O)CC2)C(=O)N1CCc1ccccc1 (stereo not given)	1.1	98	1	35	-1	100	-5	-9	-17	-8	98
CC(=O)CC1(OC(C)=O)C(=O)N(C)c2ccccc21 (stereo not given)	0.1	99	0	9	1	101	-3	-1	-4	0	101
CSc1ccccc1-c1nnc(-c2ccc(Cl)cc2)o1	-0.2	95	0	18	2	97	-1	0	-1	2	95
CC(C)(C)C1CCc2onc(C(=O)N3CCOCC3)c2C1 (stereo not given)	-1.0	101	1	38	1	98	3	-5	-10	-10	100
CCOC(=O)N1CCN(c2cc(NCCC(=O)O)c3c4c(onc24)-c2ccccc2C3=O)CC1	0.1	88	39	3	-1	88	40*	31	43*	38	84
O=c1ncn(-c2ccccc2C(F)(F)F)c2ncccc12	5.4	102	-4	22	1	102	-4	-3	-2	-4	104
O=C(N/N=C/c1coc2ccccc2c1=O)c1ccccc1Br	0.4	100	-3	10	2	100	-5	0	0	-5	101
Cc1ccccc1Cn1nc(C)c(NC(=O)/C=C/c2cnn(C)c2)c1C	1.0	107	-2	9	2	104	-3	-2	-1	-6	106
Fc1ccc(SCCc2ccncc2)cc1	0.5&0.3	101&92	-2&-5	13&25	2&2	104&97	0&-2	-3&-3	0&-1	3&-1	100&96
COC(=O)CSc1nc(NCC(C)C)nc(N2CCOCC2)n1	0.7	99	-1	29	6	96	-4	-13	-16	-10	100
O=C1c2ccccc2C(=O)N1CCc1nc2ccccc2c(=O)n1Cc1ccco1	3.1	100	-1	14	7	99	-3	-1	0	-1	96
O=C(NCC(=O)N1CCCC1C(=O)O)OC1CCCCC1 (stereo not given)	-8.6	108	-8	13	-5	107	-5	-5	-2	-5	113
CC(C)=NOCc1ccc(-c2cn([C@@H]3COC[C@H]3O)nn2)cc1	0.3	104	-6	18	0	102	-6	-2	0	-7	104
CC(C)CC(=O)OC1C(N2CCOCC2)c2c(ccc(/C=C/C(=O)N3CCOCC3)c2O)OC1(C)C (stereo not given)	.	90	1	9	.	92	4	-1	-5	0	82
O=C(NNC(=O)c1ccc([N+](=O)[O-])cc1)c1ccncc1	1.2	91	-1	6	8	96	0	2	0	-3	97
O=C(O)c1ccc(COc2ccccc2C=C2C(=O)c3ccccc3C2=O)cc1	-0.4	99	0	12	-2	89	-2	0	-7	0	99
CCOc1ccccc1CNC(=O)c1c([N+](=O)[O-])c(C)nn1C	3.0	95	-1	7	13	97	0	-3	-1	0	95
O=[N+]([O-])c1ccc(O)c(N=Cc2sc3ccccc3c2O)c1	-1.8	93	-5	13	-1	92	-5	0	0	-4	68
O=C(CSc1nc2ccccc2nc1SCC(=O)N1CCOCC1)N1CCOCC1	0.3	118	-2	11	3	121	0	3	5	0	123
Cc1ccc2[nH]c(=O)c(C(c3nnnn3CC3CCCO3)N3CCc4ccccc4C3)cc2c1 (stereo not given)	0.8	98	3	58	3	98	0	-3	-8	-8	98
Cc1cccc(C)c1NC(=O)CSc1nnc(Cn2nnc(-c3ccccc3)n2)n1-c1ccccc1	1.1	100	-1	45	3	102	-6	-5	-9	-3	101
O=[N+]([O-])c1ccccc1S(=O)(=O)NCCC1=CCCCC1	1.0	104	1	23	3	102	1	1	2	-3	100
Cc1nc2cc(NC(=O)NC3CC3)ccc2n1C	-0.1	103	0	16	0	99	1	-1	-3	-2	103
CN(C)CCN(C(=O)c1cccc(Cl)c1)c1nc2c(Cl)cccc2s1	0.2	93	-3	18	0	89	-2	2	6	-1	95

One compound at a time, as listed above. Order of values: ABCB1 inh | RGS4-Gao reg | Bim-Bcl-W | GSH fluor | ABCG2 inh | RGS7-Gao | Bim-Bcl-XL | Bcl-2 Bim block | Bfl-1 Bim block | Bim-Bcl-B | RGS8-Gao
Results for O=C1CC(N2CCN(C3CC(=O)N(CCc4ccccc4)C3=O)CC2)C(=O)N1CCc1ccccc1 (stereo not given) : 1.1 | 98 | 1 | 35 | -1 | 100 | -5 | -9 | -17 | -8 | 98
Results for O=[N+]([O-])c1ccc(O)c(N=Cc2sc3ccccc3c2O)c1 : -1.8 | 93 | -5 | 13 | -1 | 92 | -5 | 0 | 0 | -4 | 68
Results for CN(C)CCN(C(=O)c1cccc(Cl)c1)c1nc2c(Cl)cccc2s1 : 0.2 | 93 | -3 | 18 | 0 | 89 | -2 | 2 | 6 | -1 | 95
Results for CC(C)=NOCc1ccc(-c2cn([C@@H]3COC[C@H]3O)nn2)cc1 : 0.3 | 104 | -6 | 18 | 0 | 102 | -6 | -2 | 0 | -7 | 104
Results for O=C(NCC(=O)N1CCCC1C(=O)O)OC1CCCCC1 (stereo not given) : -8.6 | 108 | -8 | 13 | -5 | 107 | -5 | -5 | -2 | -5 | 113

Some of the entries so far, with values under each structure.
The line under a structure holds: ABCB1 inh | RGS4-Gao reg | Bim-Bcl-W | GSH fluor | ABCG2 inh | RGS7-Gao | Bim-Bcl-XL | Bcl-2 Bim block | Bfl-1 Bim block | Bim-Bcl-B | RGS8-Gao
- Cc1ccccc1Cn1nc(C)c(NC(=O)/C=C/c2cnn(C)c2)c1C
→ 1.0 | 107 | -2 | 9 | 2 | 104 | -3 | -2 | -1 | -6 | 106
- Fc1ccc(SCCc2ccncc2)cc1
→ 0.5&0.3 | 101&92 | -2&-5 | 13&25 | 2&2 | 104&97 | 0&-2 | -3&-3 | 0&-1 | 3&-1 | 100&96

Next part:
SMILES	ABCB1 inh	RGS4-Gao reg	Bim-Bcl-W	GSH fluor	ABCG2 inh	RGS7-Gao	Bim-Bcl-XL	Bcl-2 Bim block	Bfl-1 Bim block	Bim-Bcl-B	RGS8-Gao
COc1ccc(NC(=O)CN2CCC(NC(=O)C3CCCCC3)CC2)c([N+](=O)[O-])c1	-2.4	98	-4	20	-6	97	-7	-3	-6	-4	100
CC(C)CNC(C(=O)Nc1ccc([N+](=O)[O-])cc1Br)c1ccccc1 (stereo not given)	2.6	89	-5	19	31	92	-10	-8	-13	-10	95
CCc1n[nH]c(=S)n1/N=C/c1c(C)nn(-c2ccccc2)c1Cl	-0.2	100	1	13	-2	?	-3	-2	2	-36	100
CCOC(=O)CCc1c(C)n(CC)c2ncnn2c1=O	0.4	103	-1	20	1	101	-5	-9	-13	-4	102
Cc1ccc(Sc2c(C)[nH]n(C(C)(C)C)c2=O)cc1	0.6	103	0	17	-1	99	-5	-3	0	0	100
Cc1cc(=O)[nH]c(N/N=C/c2c(C)nn(-c3ccccc3)c2C)n1	-0.1	106	1	9	0	102	2	-1	-2	4	105
CC1=C(C(=O)OCc2ccccc2)C(c2ccc([N+](=O)[O-])cc2)NC(=O)N1CCCCCC(=O)O (stereo not given)	2.1	103	-1	19	24	99	-2	0	-2	0	102
c1ccc(N2N=C(c3cccs3)CC2c2ccco2)cc1 (stereo not given)	-1.3	101	0	35	4	106	-8	-8	-16	-11	101
CC(C)CCNC(=O)CN(CCN1CCOCC1)C(=O)Cn1nnc(-c2ccc(F)cc2)n1	0.1	98	1	6	2	99	0	2	0	2	99
Cc1ccc(-n2c(SCC(=O)Nc3ccc(N4CCOCC4)cc3)nc3ccccc3c2=O)cc1	4.8	96	-5	15	13	96	-4	-5	-6	-13	95
COc1ccccc1CNN	0.1	98	-10	13	-1	100	-2	-3	-6	-2	101
Cc1ccccc1-c1nc(CS(=O)(=O)CC(=O)NCc2ccc3c(c2)OCO3)c(C)o1	0.9	101	-1	14	3	103	-4	-6	-9	-8	101
CCOC1(OCC)N=C(N)C2(C#N)C(c3cccc(C)c3)C12C#N (stereo not given)	0.6	110	-1	27	2	110	1	0	0	0	112
Cc1cccc(NCC(=O)NNC(=S)Nc2ccccc2)c1	-0.3	95	-7	17	-1	89	-10	-8	-9	-19	81
O=C1/C(=C/c2ccco2)Oc2c1ccc(O)c2CN1CCCCC1	0.1	94	8	19	0	92	2	7	27	-12	95
O=C(Nc1c(F)cccc1F)c1ccc(-n2cncn2)nc1	-0.9	99	0	12	32	103	-4	-11	-11	-8	102
COc1cc([C@@H]2[C@H]3CNCC=C3C(C#N)=C(N)C2(C#N)C#N)ccc1OC(C)C	0.2	103	0	33	1	111	-5	-7	-8	-6	106
CC1(C)CC2CC(C)(CN2C(=O)Cc2ccccc2)C1 (stereo not given)	0.7	103	-2	17	0	102	0	-1	-2	-5	103
O=c1nc(N2CCOCC2)ccn1-c1nc(-c2ccccc2)oc1-c1ccccc1	1.0	102	-1	17	5	100	-1	2	1	-3	99
Cc1c(/C=C/C(=O)c2ccccc2)cnn1C	0.7	113	-1	10	6	108	-7	-3	-1	-3	107
N#Cc1ccc(CSc2nnc(NC(=O)C3CC(=O)N(c4ccc5c(c4)OCCO5)C3)s2)cc1 (stereo not given)	-0.5	92	-3	8	-2	94	-3	0	-1	-2	101
COc1ccc(NC(=O)C2CCN(S(=O)(=O)c3cccc4cccnc34)CC2)cc1OC	1.5	105	0	18	10	99	-3	-6	-10	-1	103
CC(C)C(NC(=O)c1ccc(S(=O)(=O)N2CCOCC2)cc1)c1nc2ccccc2[nH]1 (stereo not given)	0.2	97	0	31	1	99	-2	-1	-2	1	97
Fc1ccc(NC(=S)N2CCOCC2)cc1Cl	-0.7	104	-6	11	-1	104	-3	0	1	0	101
COc1ccc(Cn2nnnc2C(c2cc3ccc(OC)cc3[nH]c2=O)N2CCC(C)CC2)cc1 (stereo not given)	0.5	104	-1	34	1	101	-3	-6	-4	-4	103

Retrieved by compound from the list above:
SMILES	ABCB1 inh	RGS4-Gao reg	Bim-Bcl-W	GSH fluor	ABCG2 inh	RGS7-Gao	Bim-Bcl-XL	Bcl-2 Bim block	Bfl-1 Bim block	Bim-Bcl-B	RGS8-Gao
O=c1nc(N2CCOCC2)ccn1-c1nc(-c2ccccc2)oc1-c1ccccc1	1.0	102	-1	17	5	100	-1	2	1	-3	99
CCOC1(OCC)N=C(N)C2(C#N)C(c3cccc(C)c3)C12C#N (stereo not given)	0.6	110	-1	27	2	110	1	0	0	0	112

Compound activity (PubChem)
